RAD54 branch: RAD54 (human) branch migration inhibition; 0.14% of 360,000 active; Q92698; AID 602329; RAD54 Holliday junction branch migration, FAM/BHQ fluorescence; inhibition, % at 10.4 µM;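 active means mean normalized replicate activity at least 40 and at least half of replicates scoring 40 or more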;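 further: 0% = median of neutral control wells and 100% = median of positive control wells; inhibitors cause a drop in the FAM fluorescence signal; in these data hits start at about 50%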
Target sequence (Q92698 whole entry, looked up): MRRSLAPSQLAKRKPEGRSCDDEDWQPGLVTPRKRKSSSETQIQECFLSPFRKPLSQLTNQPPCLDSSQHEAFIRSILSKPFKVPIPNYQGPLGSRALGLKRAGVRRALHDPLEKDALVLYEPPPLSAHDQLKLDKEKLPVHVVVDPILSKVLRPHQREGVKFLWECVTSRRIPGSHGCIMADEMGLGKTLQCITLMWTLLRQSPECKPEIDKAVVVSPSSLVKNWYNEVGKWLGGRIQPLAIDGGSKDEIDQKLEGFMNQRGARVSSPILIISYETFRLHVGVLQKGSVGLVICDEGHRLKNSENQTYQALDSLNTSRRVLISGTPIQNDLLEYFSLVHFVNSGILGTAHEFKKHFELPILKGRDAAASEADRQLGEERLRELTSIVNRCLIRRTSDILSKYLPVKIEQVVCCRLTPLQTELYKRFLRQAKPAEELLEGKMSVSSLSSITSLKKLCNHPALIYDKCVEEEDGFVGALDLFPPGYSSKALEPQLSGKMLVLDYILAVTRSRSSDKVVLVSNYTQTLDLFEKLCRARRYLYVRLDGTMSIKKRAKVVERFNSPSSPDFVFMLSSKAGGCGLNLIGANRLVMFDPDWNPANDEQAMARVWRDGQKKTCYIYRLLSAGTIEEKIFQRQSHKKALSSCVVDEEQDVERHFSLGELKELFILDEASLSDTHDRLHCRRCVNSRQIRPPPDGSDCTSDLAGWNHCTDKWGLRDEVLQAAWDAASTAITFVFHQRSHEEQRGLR
* = called active by the depositor.

> O=S(=O)(c1ccccc1)N1CCC(O)(CSc2ccc(Cl)cc2)CC1
  RAD54 branch = -3
> CCN1C(=O)C(Cc2nc3ccccc3c(=O)n2C)c2ccccc21 (centres undefined)
  RAD54 branch = -8
> CN(C)c1oc(-c2ccc(OCc3ccccc3)cc2)nc1C#N
  RAD54 branch = 1
> CCn1ncc(/C=N\NC(=O)Cc2ccc([N+](=O)[O-])cc2)c1C
  RAD54 branch = 2
> Cc1ccc(-c2csc(NC(=O)CSc3ncn(-c4ccccc4)n3)n2)cc1
  RAD54 branch = -1
> O=C(NCC(c1ccco1)N1CCN(c2ccccc2)CC1)c1ccco1 (centres undefined)
  RAD54 branch = -11
> Cc1ccc2[nH]c3c(=O)n(CCN4CCOCC4)cnc3c2c1
  RAD54 branch = -4
> Nc1c(C(=O)Nc2ccccc2)sc2nc3c(c(-c4ccco4)c12)CCCC3
  RAD54 branch = 0
> CCOC(=O)c1cc2sc(C)cc2n1CC(=O)N(CC)CC
  RAD54 branch = -4
> CCOC(=O)C1CCCN(CC(O)COc2ccccc2C(C)=O)C1 (centres undefined)
  RAD54 branch = -6
> COc1cccc(C(=O)N2CCN(C(=O)c3cccc(F)c3)CC2)c1
  RAD54 branch = 3
> Cc1cccc(N2CCN(C(=O)c3cccn4c(=O)c5c(C)c(C)sc5nc34)CC2)c1C
  RAD54 branch = 0
> Cc1cc(C)cc(NS(=O)(=O)c2ccc(NC(=S)NC(=O)c3cccs3)cc2)c1
  RAD54 branch = -1
> CC(C)c1cc(C(C)C)c(S(=O)(=O)NNC(=O)c2ccncc2)c(C(C)C)c1
  RAD54 branch = -1
> CC(C)(C)C(=O)NC1(C(F)(F)F)C(=O)Nc2c1c(=O)[nH]c(=O)n2Cc1ccco1 (centres undefined)
  RAD54 branch = -14

> COc1ccc(C2=CC(c3cc(OC)c(OC)c(OC)c3)NC(=S)N2)cc1 (centres undefined)
  RAD54 branch = -11
> O=C(Cc1ncc(C(F)(F)F)cc1Cl)Nc1ccc(F)cc1
  RAD54 branch = 1
> Cc1nc(SCC(=O)NCc2ccco2)c2c3c(sc2n1)CCCC3
  RAD54 branch = -7
> O=c1nc(-c2ccccc2)cc(-c2ccccc2)[nH]1
  RAD54 branch = 4
> Cc1ccnc(NC(=O)Nc2ccc(F)cc2)c1
  RAD54 branch = -6
> COc1ccc(N(Cc2ccccc2)C(=O)CSc2nnc(Cn3nnc4ccccc43)o2)cc1
  RAD54 branch = 8
> Cc1ccc2nc(N(CCCN(C)C)C(=O)c3cc4ccccc4oc3=O)sc2c1
  RAD54 branch = 17
> CCOC(=O)c1ccc2[nH]c3c(c2c1)CCCC3C(=O)OCC (centres undefined)
  RAD54 branch = 12
> O=C(N/N=C/c1sc2ccccc2c1O)c1ccccc1
  RAD54 branch = -52
> COc1cc(NC(=O)c2cccs2)cc(OC)c1
  RAD54 branch = 1
> COc1ccc(-c2noc(CCC(=O)N3CCN(c4cc(C)ccc4C)CC3)n2)cc1
  RAD54 branch = -1
> Nc1c(NCCC2=CCCCC2)c(=O)[nH]c(=O)n1Cc1ccccc1
  RAD54 branch = -2
> O=C(/C=C/Nc1ccccc1)c1cnc(-c2ccccc2)s1
  RAD54 branch = -11
> Cc1ccc(CC(CC(=O)O)C(=O)NCc2ccccc2)cc1 (centres undefined)
  RAD54 branch = 2
> CCOC(=O)COn1c(=O)c(-c2cccs2)[n+]([O-])c2ccccc21
  RAD54 branch = -6

> CCOC(=O)C1=C(C)NC(=S)NC1c1ccc(-c2cccc(Cl)c2C)o1 (centres undefined)
  RAD54 branch = 10
> COc1cccc(-c2nnc(SCN3C(=O)c4ccccc4C3=O)n2C)c1
  RAD54 branch = -6
> O=C(Nc1ccc(-c2nnc3n2CCCCC3)cc1)c1cnccn1
  RAD54 branch = -4
> NC(=O)c1oc2ccccc2c1NC(=O)c1ccccc1
  RAD54 branch = 14
> COc1cccc(-c2noc(-c3cccnc3)n2)c1
  RAD54 branch = -3
> CC1(C(=O)N(c2ccccc2)C(C(=O)NC2CCCC2)c2ccccn2)CC(=O)N=C2C=CC=CN21 (centres undefined)
  RAD54 branch = 7
> COc1ccc(-c2nc(Cc3ccc(Cl)cc3)no2)cc1OC
  RAD54 branch = -5
> CSc1nc(Oc2ccc(Cl)cc2)c2sccc2n1
  RAD54 branch = -4
> COC(=O)c1cc2ccccc2c(-c2c(O)ccc3ccccc23)c1O
  RAD54 branch = 7
> O=c1c2c3c(sc2nc2n1CCCC2)CCCCC3
  RAD54 branch = 4
> Cc1ccc(-n2nc(C(=O)O)c3ccccc3c2=O)cc1C
  RAD54 branch = 6
> CC(=N\Nc1ccccc1)/C(=N/O)C(=O)Nc1ccccc1
  RAD54 branch = -6
> CCOc1ccc(-n2c(N)c(C(=O)NCc3ccco3)c3nc4ccccc4nc32)cc1
  RAD54 branch = 2
> CN1/C(=C/C=C(/C#N)C(N)=O)C(C)(C)c2ccccc21
  RAD54 branch = -15
> O=C(COc1ccccc1)NNC(=O)c1cc2ccccc2o1
  RAD54 branch = 13

Molecules shown so far containing a COOH group:
> Cc1ccc(CC(CC(=O)O)C(=O)NCc2ccccc2)cc1 (centres undefined)
  RAD54 branch = 2
> Cc1ccc(-n2nc(C(=O)O)c3ccccc3c2=O)cc1C
  RAD54 branch = 6

Further compounds follow.
> CC1=NN(/C(=N\c2nnc(C)s2)Nc2ccccc2)[C@H](c2cccc3ccccc23)S1
  RAD54 branch = 7
> CCOc1ccccc1NC(=O)Cn1nnc(C(=O)Nc2ccccc2Cl)c1N
  RAD54 branch = -5
> O=C(Nc1ccc2nc(-c3ccccc3)oc2c1)c1ccco1
  RAD54 branch = -15
> Cc1ccc2cc(CN(C)C(=O)C3CCCO3)c(=O)[nH]c2c1 (centres undefined)
  RAD54 branch = 2
> COCCOC(=O)c1c(C)nc(SCC(=O)Nc2ccc(C)cc2)c(C#N)c1-c1ccco1
  RAD54 branch = 0
> O=C(NCc1ccccc1)c1ccc(CN2CCOCC2)cc1
  RAD54 branch = -8
> C/[N+]([O-])=C\c1ccc([N+](=O)[O-])o1
  RAD54 branch = 1
> COc1cc(NC(=O)C(C)Oc2ccccc2)c(OC)cc1NC(=O)c1ccccc1 (centres undefined)
  RAD54 branch = 5
> COC(=O)c1cccc(-n2nnnc2SCC(=O)Nc2nc3c(s2)CCCC3)c1
  RAD54 branch = 1
> O=C(Nc1nc(N2C(=O)c3ccccc3C2=O)n(-c2ccccc2)n1)c1ccc(F)cc1
  RAD54 branch = 1
> Cc1cccnc1NC1OC(=O)c2ccccc21 (centres undefined)
  RAD54 branch = -1
> CCOC(=O)c1c(-c2ccc(F)cc2)cn2ccccc12
  RAD54 branch = -21
> O=C(NNC(=O)C1CCN(S(=O)(=O)c2ccc(Cl)cc2)CC1)c1ccc(Cl)cc1
  RAD54 branch = -6
> Cc1cccc(N2C(=O)N3[C@H](c4ccc(Cl)cc4)[C@@H]4C(=O)N(C5CCCCC5)C(=O)[C@@H]4[C@]3(Cc3ccc(Cl)cc3)C2=O)c1
  RAD54 branch = 3
> Cc1c(C(=O)Nc2ccc(N3CCOCC3)cc2)oc2ccccc12
  RAD54 branch = -6

Remaining list, next part
Compound	RAD54 branch
Cc1csc(SCC(=O)NC(=O)NCc2ccccc2)n1	-1
O=C(O)C1C2CCC(O2)C1C(=O)NCCC1=CCCCC1 (centres undefined)	7
O=c1[nH]c2ccc(S(=O)(=O)N3CCC(Cc4ccccc4)CC3)cc2o1	7
O=C(CSc1nc2ccccc2c(=O)n1-c1ccccc1)N1CCN(CCO)CC1	-7
CCc1n[nH]c2c1C(=O)CC(C)(C)C2	-8
c1ccc(-c2cc3ccccc3nc2N2CCCC2)cc1	5
C/C(=N\NC(=O)c1cc(-c2cccnc2)nc2ccccc12)c1ccc(O)cc1O	-4
CC(=O)c1ccc(NC(=O)c2cccc(N3C(=O)c4ccccc4C3=O)c2)cc1	10
CCN(CC)CCCOc1ccc(C)cc1Br	-5
COc1ccccc1-n1cnnc1SCC(=O)Nc1cc(C(C)(C)C)nn1-c1ccccc1	-1
CCCC/C(O)=C/c1nc2ccccc2[nH]c1=O	-2
CN(Cc1nc(-c2ccc(Cl)cc2)no1)C(=O)c1ccc2c(c1)OCO2	6
O=c1cc2c(nn1Cc1ccccc1Cl)-c1ccccc1CC2	-13
COc1ccccc1-c1cc(C(F)(F)F)nc(NCc2ccco2)n1	10
CCCS(=O)(=O)c1c(S(=O)(=O)CCC)c2cnccn2c1C(=O)c1ccc(Cl)cc1	-6
O=C(COC(=O)CCc1nc2ccccc2n1-c1ccccc1)Nc1ccc(N2CCCCC2)cc1	5
Cc1c(NC(=O)OCCNC(=O)Nc2ccccc2)sc(=S)n1C	4
COC(=O)c1c(-c2ccccc2)csc1N	7
O=c1c2c(-c3cccs3)csc2ncn1-c1ccc(Br)cc1	1
O=C1c2ccccc2C(=O)c2c1ccc1c(=O)n(-c3ccccc3)[nH]c21	5
CCCCn1c(SCC(=O)c2cc(OC)ccc2OC)nc2cc(S(N)(=O)=O)ccc21	-8
Cc1cc(C)cc(CSc2nnc(C)c(=O)[nH]2)c1	1
CCOC(=O)c1c(-c2ccccc2)csc1NC(=S)NC(=O)c1ccccc1	2
COC(=O)c1cc(NS(=O)(=O)c2ccc(OC)c(OC)c2)ccc1Cl	-5
CC(C)n1c(NCc2ccc(N(C)C)cc2)nc2ccccc21	2
Cc1ccc(Cn2c(=N)n(CC(=O)c3ccc([N+](=O)[O-])cc3)c3ccccc32)cc1	-3
C/C(=N\NC(=O)CSCc1ccc([N+](=O)[O-])cc1)c1ccccc1O	-10
CC1(C)Cc2c(sc3nn[nH]c(=O)c23)CO1	-2
Cc1cc2oc(=O)cc(C)c2c(=O)o1	1
Cc1ccc2cc3cc(C(=O)N4CCCCCC4)oc3nc2c1	-5
CC(C)CCCN1C(Nc2ccccc2)=NC[C@@H]1Cc1ccccc1	-7
CCCCOC(=O)c1cc(-c2ccc(/C=N/n3cnnc3)o2)ccc1Cl	3
COCCOC(=O)C1=C(C)NC(=O)NC1c1c(Cl)nc2ccccn2c1=O (centres undefined)	-11
CCC(=O)Nc1nc2ccccc2n1CCN1CCOCC1	5
O=C(Nc1ccc(F)cc1F)c1noc2c1CCC2	-2
O=C(COC(=O)c1ccc2c(c1)C(=O)N(Cc1ccncc1)C2=O)Nc1ccccc1[N+](=O)[O-]	26
CC1CC(C)CN(S(=O)(=O)c2cccc(C(=O)OCCN3CCCC3=O)c2)C1 (centres undefined)	-8
Nc1ccc(C2CCCc3nonc32)c2nonc12 (centres undefined)	1
O=C(Nc1ncccc1Cl)c1ccccc1F	-4
OCc1cn(-c2ccccc2)nc1-c1ccc2c(c1)OCCO2	9
NC(=O)c1c(NC(=O)CSc2nnc(-c3ccccc3)n2CC2CCCO2)sc2c1CCC2 (centres undefined)	-9
CCOc1cc(CNC2CCCC2)cc(Cl)c1OCc1ccccc1	8
O=C(Cn1ncc2c(=O)oc3ccccc3c21)N1CCCc2ccccc21	5
NS(=O)(=O)c1ccc(CCNC(=O)CSc2ccccc2)cc1	-1
CN(Cc1nc2ccccc2n1C)S(=O)(=O)c1ccc(F)cc1	-4
CCC(=O)Nc1ccc(C(=O)n2ccc(C)n2)cc1	-6
O=C(c1cnccn1)N(c1ccccc1)C1(C(=O)NC2CCCCC2)CCCCC1	-21
COc1ccc(S(=O)(=O)N(CCN2CCOCC2)Cc2cc(OC)ccc2OC)cc1	5
COc1ccc(S(=O)(=O)N(C)CC(=O)NCCC2=CCCCC2)cc1C	-6
COC(CN(C(=O)CCl)C(C(=O)NC1CCCC(C)C1C)c1ccc(C)cc1)OC (centres undefined)	-7

More records
Compound	RAD54 branch
CCOC(=O)c1ccc(NC=C2C(=O)OC3(CCCCC3)OC2=O)cc1	-9
Cn1c2c(c(=O)n(C)c1=O)C(C(F)(F)F)(C(F)(F)F)N=C(c1ccc(Cl)cc1)N2	1
CCn1c(CNc2ccc(Cl)cc2)nnc1SCC(=O)OC1CCCCC1	0
Cc1ccc(C)n1NC(=O)c1ccc(Cl)cc1	5
O=C(NCCc1nc(-c2ccccc2)cs1)c1ccc(Br)cc1	-2
CCOC(=O)C1CCCN(c2ncnc3c2oc2ccccc23)C1 (centres undefined)	-7
O=C(c1ccc2snnc2c1)N1CCCCC1	-8
CC(=O)Nc1ccc(Cc2ccncc2)cc1	-5
COc1ccccc1C(=O)Nc1ccc(S(=O)(=O)N2CCOCC2)cc1	0
c1ccc2nc(N3CCCC3)c(N3CCCC3)nc2c1	-6

Structural class: those above with a tert-butyl group
Compound	RAD54 branch
CC(C)(C)C(=O)NC1(C(F)(F)F)C(=O)Nc2c1c(=O)[nH]c(=O)n2Cc1ccco1 (centres undefined)	-14
COc1ccccc1-n1cnnc1SCC(=O)Nc1cc(C(C)(C)C)nn1-c1ccccc1	-1

(cont.)
Compound	RAD54 branch
COc1ccccc1NS(=O)(=O)c1cc(NC(=O)CNC(=O)c2cc(C)cc(C)c2)ccc1C	1
NC1=NC(=O)/C(=C/c2ccccc2OS(=O)(=O)c2ccc3ccccc3c2)S1	3
CC(C)(C)C(=O)Nc1nc(-c2ccc3c(c2)OCO3)cs1	3
O=C(CN(c1cccc(C(F)(F)F)c1)S(=O)(=O)c1ccc(Cl)c([N+](=O)[O-])c1)NCc1ccccc1Cl	5
COc1ccc(Cc2nc(C(=O)Nc3ccccc3)cs2)cc1	2
CSCCC(NS(=O)(=O)c1ccc(Cl)cc1)C(=O)OCC(=O)NC1CC1 (centres undefined)	5
Clc1ccc(-c2cn3c(n2)CCC3)cc1	4
COc1ccc2sc3c(=O)[nH]c4ccccc4c3c2c1	7
C=C(C)Cn1c(SCC(=O)N/N=C/c2c(O)ccc3ccccc23)nc2ccccc2c1=O	-5
COC(=O)c1ccc(-c2nc3cc(Cl)c(N)cc3s2)cc1	12
CCOC(=O)c1c(C)nc(SCC(N)=O)c(C#N)c1-c1ccccc1	5

Structural class: the entries above with a nitro group on carbon.
Compound	RAD54 branch
CCn1ncc(/C=N\NC(=O)Cc2ccc([N+](=O)[O-])cc2)c1C	2
C/[N+]([O-])=C\c1ccc([N+](=O)[O-])o1	1
Cc1ccc(Cn2c(=N)n(CC(=O)c3ccc([N+](=O)[O-])cc3)c3ccccc32)cc1	-3
C/C(=N\NC(=O)CSCc1ccc([N+](=O)[O-])cc1)c1ccccc1O	-10
O=C(COC(=O)c1ccc2c(c1)C(=O)N(Cc1ccncc1)C2=O)Nc1ccccc1[N+](=O)[O-]	26
O=C(CN(c1cccc(C(F)(F)F)c1)S(=O)(=O)c1ccc(Cl)c([N+](=O)[O-])c1)NCc1ccccc1Cl	5

Compound activity (PubChem BioAssay)

An excerpt; the hit share may differ from the screen's.
